MITF primary: inhibitors of human MITF; O75030; AlphaScreen MITF homodimerization, bead proximity signal; inhibition, % at 2.6 µM; actives 0.91% (n = 650,000); AID 1259374; in the data active = inhibition above about 50%;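 also: 0% = vehicle wells with protein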
Target sequence (O75030 whole entry, looked up): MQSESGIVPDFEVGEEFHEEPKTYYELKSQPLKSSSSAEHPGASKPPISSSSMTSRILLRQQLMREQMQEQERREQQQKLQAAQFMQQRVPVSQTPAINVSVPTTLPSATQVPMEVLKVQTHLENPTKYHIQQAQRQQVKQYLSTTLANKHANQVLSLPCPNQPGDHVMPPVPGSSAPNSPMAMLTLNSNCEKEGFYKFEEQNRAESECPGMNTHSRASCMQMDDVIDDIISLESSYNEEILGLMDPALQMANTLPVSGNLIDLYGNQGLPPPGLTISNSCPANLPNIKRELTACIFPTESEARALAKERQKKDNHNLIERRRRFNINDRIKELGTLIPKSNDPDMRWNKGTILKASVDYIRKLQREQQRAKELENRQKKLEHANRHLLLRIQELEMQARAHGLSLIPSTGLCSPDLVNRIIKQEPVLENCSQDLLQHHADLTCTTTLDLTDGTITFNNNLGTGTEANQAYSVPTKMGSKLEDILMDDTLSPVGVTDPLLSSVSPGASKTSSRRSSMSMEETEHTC
FBW7 activator: activators of human E3 ligase FBW7. Q969H0. AlphaScreen FBW7–phospho-cyclin E peptide binding, activator screen. normalized activity (activation), % at 26.1 µM. actives 0.13% (n = 650,000). AID 1259310; in the data active = normalized activity above about 1.9%;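 also: purified mutant Fbw7 with reduced substrate affinity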
GPR151 ag: activators of human GPR151. PathHunter beta-arrestin GPR151 cells, luminescence. activation, % at 11.2 µM. actives 1% (n = 650,000); in the data active = activation above about 4.9%;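 also: 0% = median of compound wells and 100% = cells with positive control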
Target sequence (Q8TDV0 whole entry, looked up): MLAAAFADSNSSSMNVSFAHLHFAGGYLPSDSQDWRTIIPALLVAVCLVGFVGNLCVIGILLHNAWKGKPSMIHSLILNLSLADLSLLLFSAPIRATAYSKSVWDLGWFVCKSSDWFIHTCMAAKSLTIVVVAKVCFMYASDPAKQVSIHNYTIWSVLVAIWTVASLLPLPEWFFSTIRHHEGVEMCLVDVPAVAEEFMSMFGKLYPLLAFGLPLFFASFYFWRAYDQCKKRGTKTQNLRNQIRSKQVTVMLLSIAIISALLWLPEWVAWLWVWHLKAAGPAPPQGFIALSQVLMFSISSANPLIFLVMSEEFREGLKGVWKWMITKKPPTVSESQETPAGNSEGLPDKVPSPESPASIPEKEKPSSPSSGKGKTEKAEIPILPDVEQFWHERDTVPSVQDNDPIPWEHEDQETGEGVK
TEAD-YAP inh: TEAD-YAP interaction inhibition. HEK-TIYL cells, TEAD-Gal4/YAP UAS-luciferase luminescence. inhibition, % at 9.12 µM. actives 1.4% (n = 640,000); in the data active = inhibition above about 32%;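 also: 0% = median of test compound wells and 100% = reference inhibitor wells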
* hit, by the source's call.

structure | MITF primary | FBW7 activator | GPR151 ag | TEAD-YAP inh
COCCn1c(=O)[nH]c2nc(-c3ccc(OC)nc3)cnc21 | -9 | 0.0 | -0.3 | -11
CCCn1nnnc1NCc1cccn1C | -4 | -0.2 | -0.3 | -2
COc1cc(C)c(/C=C2/C(=O)NC(=O)N(Cc3ccco3)C2=O)c(OC)c1 | 64* | 0.0 | -0.8 | 9
CC(C)Cc1nnc(NC(=O)CCN2C(=O)c3ccccc3C2=O)s1 | 4 | 0.4 | -1.4 | 17
Cc1ccn2cc(-c3cccc(NC(=O)c4ccccc4F)c3)nc2c1 | 16 | 0.2 | -1.1 | -64
COCCNCCC1CCC(=O)N1Cc1cc(F)ccc1C (stereo not given) | 5 | 0.0 | -0.6 | 5
CCOC(=O)c1sc(-n2[nH]c(=O)c3ccccc3c2=O)c(C(=O)OCC)c1C | 4 | 0.2 | 0.6 | 9
CN1CCN(S(=O)(=O)c2ccc3[nH]cc(C(=O)NCC4CCCO4)c(=O)c3c2)CC1 (stereo not given) | 10 | 0.2 | -1.2 | 3
COc1ccccc1C(=O)Nc1nnc(Cc2ccc(Cl)c(Cl)c2)s1 | -3 | 0.0 | 0.4 | 2
O=C1CC(c2ccccc2)C(=O)N1c1cccc(O)c1 (stereo not given) | -9 | -0.1 | 0.4 | -4
CN(C)c1ccc(CNC(=O)CN2C(=O)CCc3ccccc32)cc1 | 9 | 0.2 | -0.4 | 5
O=C(CN1CCOCC1)NCc1ccc(F)cc1 | 6 | 0.3 | -1.0 | -5
Nc1[nH]nc2nc(-c3ccco3)c3c(c12)CCCC3 | 1 | -0.1 | -0.8 | -3
Cc1ccc(NC(=O)CCC(=O)Nc2ccc(C)c(F)c2)cc1F | -6 | -0.2 | 2.1 | 1
CSCCCN1CCc2nnc(CNC(=O)Cc3ccccc3)n2CC1 | -8 | 0.0 | 0.1 | 5
O=C(Nc1ccc2cn[nH]c2c1)C1(c2cccs2)CCCC1 | 2 | 0.1 | 0.0 | -26
O=c1cc2oc3cc(O)c(O)cc3c(-c3ccc([N+](=O)[O-])o3)c-2cc1O | 106* | -0.4 | -1.3 | 6
CCCCN(C)S(=O)(=O)c1ccc(C(=O)Nc2sc3c(c2C(=O)OCC)CCN(CC)C3)cc1 | -8 | 0.1 | -0.2 | -3
CCOc1ccc(C2/C(=C(\O)c3ccc(C)cc3)C(=O)C(=O)N2Cc2cccnc2)cc1 (stereo not given) | 1 | 0.3 | 0.4 | 5
CCCn1c(SCC(N)=O)nc2ccccc21 | -4 | -0.2 | -0.4 | -7
CC(C)Cn1c(N)c(C(=O)COC(=O)c2ccc3ccccc3n2)c(=O)n(C)c1=O | 2 | 0.1 | -1.1 | 1
NCCNc1ccc([N+](=O)[O-])cc1C(=O)Nc1cccc(Cl)c1 | 2 | 0.0 | 0.9 | 8
CN(Cc1ccccc1)S(=O)(=O)c1ccc(F)c(C(=O)Nc2c(F)cc(F)cc2Br)c1 | 22 | 0.2 | -0.3 | -4
Cc1cccc(NC(=O)Nc2cccs2)c1C | -8 | -0.2 | 3.9 | -14
CCSc1nnc(NC(=O)c2c(-c3c(F)cccc3Cl)noc2C)s1 | 2 | 0.0 | 0.9 | 10
COc1ccccc1C1NC(=S)NC2=C1C(=O)CCC2 (stereo not given) | 10 | -0.2 | 1.8 | 8
Cc1ccc(S(=O)(=O)NC(CC(=O)NCc2cccnc2)c2ccco2)cc1 (stereo not given) | 21 | 0.8 | 0.8 | -2
CCS(=O)(=O)c1ccc2c(c1)N(Cc1ccc(C(F)(F)F)o1)C(=O)C(C)O2 (stereo not given) | -19 | 0.1 | -0.5 | 2
COc1ccc(OCC(=O)N/N=C/c2ccc(OC)c(Br)c2)cc1 | -3 | -0.1 | -0.3 | 4
COc1ccc(NC(=O)CSc2nnc(-c3c[nH]c4ccccc34)n2C)cc1OC | 3 | -0.1 | 0.9 | 5
O=C(CC1Nc2ccccc2NC1=O)Nc1ccc(Br)cc1 (stereo not given) | 11 | -0.1 | 1.1 | -2
CCc1nn2c(NCCOC)cc(C)nc2c1-c1ccc(F)cc1 | 14 | 0.3 | -0.7 | 13
CC(=O)Nc1ccc(N=Cc2ccc([N+](=O)[O-])s2)cc1 | -7 | -0.1 | 2.5 | 5
CC(=O)Oc1cccc2ccc(/C=C/c3ccc4c(c3)OCO4)nc12 | 14 | 0.0 | -7.9 | 78*
CCOc1ccc(NC(=O)c2ccc(C)o2)cc1 | 16 | 1.2 | -6.6 | -2
COc1ccccc1NC(=O)C(O)C(O)C(=O)Nc1ccccc1OC (stereo not given) | 15 | 0.2 | -0.4 | 5
O=C(Nc1ccccc1)C1Cc2ccccc2CN1S(=O)(=O)c1cccs1 (stereo not given) | 3 | 0.2 | 1.1 | -16
Nn1c(SCC(=O)NCc2ccccc2Cl)nnc1-c1cccs1 | -2 | -0.2 | -1.2 | -8
CCNc1nc(NC(C)C)nc(Oc2ccc(OCC(=O)OCC)nn2)n1 | -16 | -0.1 | -0.3 | -2
Clc1cccc(-n2cc(-c3ccccc3)c3c(N4CCCC4)ncnc32)c1 | 4 | 0.1 | 2.7 | -5

Reprinted from the part before: three entries; new compounds follow.
structure | MITF primary | FBW7 activator | GPR151 ag | TEAD-YAP inh
Nn1c(SCC(=O)NCc2ccccc2Cl)nnc1-c1cccs1 | -2 | -0.2 | -1.2 | -8
CCNc1nc(NC(C)C)nc(Oc2ccc(OCC(=O)OCC)nn2)n1 | -16 | -0.1 | -0.3 | -2
Clc1cccc(-n2cc(-c3ccccc3)c3c(N4CCCC4)ncnc32)c1 | 4 | 0.1 | 2.7 | -5
Cc1cccc(NC(=O)C2C3C=CC4(O3)C2C(=O)N(CCN2CCCCC2C)C4C(=O)NC2CCCC(C)C2C)c1 (stereo not given) | 1 | 0.1 | 0.7 | 2
Cc1cccc(-n2nnc(C(=O)NCc3ccc4c(c3)OCO4)c2N)c1 | -7 | -0.1 | 0.9 | 4
COc1cccc(CN2CCN(Cc3ccc4cccc(F)c4n3)CC2CCO)c1 (stereo not given) | -7 | 0.0 | 1.7 | 4
NC(=O)CCn1c(COc2ccc(Cl)cc2Cl)nc2ccccc21 | 20 | 1.0 | 0.6 | -42
CCC(C)NC(=O)CSc1nnc(Nc2ccc(C)cc2)s1 (stereo not given) | -9 | 0.0 | 0.0 | -12
OCc1nc2ccccc2n1Cc1cccc2ccccc12 | -8 | -0.1 | 1.9 | -3
O=C(Nc1ccc2c(c1)OCCO2)c1ccc(-c2ccc(Cl)cc2)o1 | 6 | -0.1 | 1.7 | -5
CC(C)NC(=O)C1CCN(S(=O)(=O)c2cc(Cl)ccc2Cl)CC1 | -2 | 0.1 | -0.4 | 7
CC(=O)c1c(-c2cccs2)nc2n(C)c3ccccc3n12 | 3 | 0.5 | -0.3 | -30
S=C(c1ccc(-c2cccc(Cl)c2)o1)N1CCCCC1 | 5 | -0.4 | 1.0 | -69
Fc1ccc(C(N2CCOCC2)N2CCOCC2)cc1 | -13 | -0.1 | 1.3 | 4
COc1cc(CN2CCN(Cc3cc(C)ccc3C)CC2CCO)cc(OC)c1 (stereo not given) | -11 | 0.0 | 0.8 | -5
Cc1ccccc1NC(=O)C(=O)NCCCN1CCOCC1 | 18 | 0.1 | 0.5 | 6
Cc1cc2c(cc1C)-c1c(ssc1=Nc1ccc(S(=O)(=O)Nc3nccs3)cc1)C(C)(C)N2 | -5 | 0.0 | -0.4 | -2
Cn1cc([N+](=O)[O-])c(C(=O)Nc2cc(Cl)ccc2Cl)n1 | 15 | 0.5 | 0.0 | -2
CCOC(=O)c1cnc2cc(C(F)(F)F)ccc2c1Nc1ccc(Oc2ccccc2)cc1 | 18 | 0.2 | 0.7 | 5
COc1cc(-c2cn[nH]c2)cc2c(=O)[nH]c(C3COc4ccc(F)cc4C3)nc12 (stereo not given) | 3 | 0.1 | 2.5 | -1
CC1CCCN(C(=O)c2cc3c(=O)n(C)c4ccccc4c3s2)C1 (stereo not given) | 15 | 0.0 | -0.5 | -3
O=C(CCNS(=O)(=O)c1cccs1)NCc1ccco1 | 24 | -0.1 | -0.6 | 4
c1ccc(-c2noc(-c3ccc4ccccc4c3)n2)cc1 | -4 | -0.1 | 0.6 | 20
Cc1ccc(-c2cc(C(=O)Nc3ccc(F)cc3)c3ccccc3n2)cc1C | 14 | 0.1 | -0.9 | -4
O=c1[nH]c2ncc(-c3cccc(F)c3)nc2n1Cc1cccnc1 | 7 | 0.1 | -0.1 | -11
COc1ccc(NCC(=O)Nc2ccc(F)cc2)cc1 | -4 | 0.2 | -0.5 | -28
CCc1cccc(OCC(=O)Nc2ccc(S(=O)(=O)Nc3nc(C)cc(C)n3)cc2)c1 | 22 | 0.8 | -0.7 | 17
CCC/C=N/NC(=O)c1cc(Br)ccc1O | 8 | 0.8 | -2.4 | -3
COc1ccc(NC(=O)C(c2cc3c(cc2[N+](=O)[O-])OCO3)N2CCCC(C)C2)cc1 (stereo not given) | 7 | -0.3 | -1.3 | -24
Cc1cc(C)n2nc(S(N)(=O)=O)nc2n1 | -8 | 0.0 | -0.2 | -4
O=C(Nc1ccc(Cl)cc1)c1cc(Cl)ccc1NS(=O)(=O)c1cccc2nsnc12 | -1 | 0.0 | 1.5 | 10
COc1ccc(OC)c(NC(=O)CSc2nnc(Cn3cnc([N+](=O)[O-])n3)n2C)c1 | -8 | -0.1 | -0.3 | 11
CCOc1cc(C(=O)Nc2sc3c(c2C#N)CCC(C)C3)cc(OCC)c1OCC (stereo not given) | -1 | 0.2 | 1.0 | 2
Cc1nc2c(c(C)nn2C)c(C)c1CCC(=O)NCCc1ccccc1 | -8 | -0.2 | 0.0 | -10
O=C(CNc1ccc(F)cc1)N/N=C/c1cc([N+](=O)[O-])ccc1O | 26 | 0.0 | -0.5 | 13

Structures above with a CF3 group (two):
structure | MITF primary | FBW7 activator | GPR151 ag | TEAD-YAP inh
CCS(=O)(=O)c1ccc2c(c1)N(Cc1ccc(C(F)(F)F)o1)C(=O)C(C)O2 (stereo not given) | -19 | 0.1 | -0.5 | 2
CCOC(=O)c1cnc2cc(C(F)(F)F)ccc2c1Nc1ccc(Oc2ccccc2)cc1 | 18 | 0.2 | 0.7 | 5

More compounds
structure | MITF primary | FBW7 activator | GPR151 ag | TEAD-YAP inh
COC(=O)c1ccc(NC(=O)c2ccc(C)cc2)cc1 | -2 | 0.0 | -1.4 | -35
CC(C)CNc1nccn2c(-c3ccsc3)cnc12 | -7 | -0.2 | -0.2 | 9
CC(C)NC(c1ccc(N2CCCC2)cc1)=c1ccc(=C(C#N)C#N)cc1 | 8 | -0.9 | -0.6 | -70
CCCCNC(=O)c1cc(S(=O)(=O)N2CC(C)CC(C)C2)ccc1F (stereo not given) | 1 | 0.0 | 0.3 | -3
Cc1ccc(S(=O)(=O)NC(=O)Nc2ccc(-c3nnc4n3CCCCC4)cc2)cc1 | -2 | -0.2 | -1.4 | 1
O=C(N/N=C/c1ccc(O)c2ncccc12)c1cccc(Br)c1 | 103* | -0.3 | -0.3 | 38*
CC1=C(C(=O)OCc2ccccc2)C(c2ccccc2)NC(=O)N1 (stereo not given) | 0 | -0.2 | 0.3 | -11
O=C(O)c1ccc(NC(=S)NC(=O)c2cccc(F)c2)cc1 | -4 | -0.3 | -1.2 | 9
Cc1cc(N2CCCCC2)nc2ccc(NC(=O)c3ccc(C(C)(C)C)cc3)cc12 | -11 | 0.0 | 1.5 | -10
COc1ccc(C2CC(=O)N3CN(Cc4ccccc4)CSC3=C2C#N)c(OC)c1 (stereo not given) | 2 | -0.1 | -1.4 | -9
CC(C)(C)c1ccc(/C=C/C(=O)Nc2ccc(S(=O)(=O)N3CCOCC3)cc2)cc1 | 5 | 0.2 | 0.1 | 31
COc1ccc(-c2cc(C(F)(F)F)n3nc(C(=O)Nc4cc(Cl)ccc4Cl)cc3n2)cc1 | 2 | 0.1 | 1.4 | 2
COc1ccc(C(=O)N2CCN(S(=O)(=O)c3cccc([N+](=O)[O-])c3)CC2)cc1 | 14 | 0.1 | 1.6 | 5
CC12CCC(C(=O)Nc3ccc(SC(F)F)cc3)(C(=O)C1=O)C2(C)C (stereo not given) | 0 | 0.0 | -0.6 | -9
O=C(O)c1nsnc1C(=O)O | 1 | -0.1 | -0.6 | 1
COCCNC(=O)c1sc2ncn(CC(=O)Nc3ccccc3OC)c(=O)c2c1C | -1 | 0.3 | 0.1 | -12
CCOC(=O)Cc1cn2c(=O)cc(CSCC(=O)Nc3ccc(C)c(C)c3)nc2s1 | -4 | 0.1 | 0.6 | 0
CC(NS(=O)(=O)c1ccc(Br)cc1)C(=O)Nc1cccc(F)c1 (stereo not given) | 5 | -0.1 | 2.4 | 0
CCOc1ccc(OCC(O)CNCC2CC2(Cl)Cl)cc1 (stereo not given) | 26 | -0.1 | -0.1 | 5
CCOC(=O)N1CCC(NC(=O)Cn2c3ccccc3c(=O)c3cc(Cl)ccc32)CC1 | -14 | -0.2 | 0.4 | 6
O=C(c1ccc(F)cc1)N1CCN(S(=O)(=O)c2cccc([N+](=O)[O-])c2)CC1 | 2 | 0.0 | 2.0 | 5
COc1ccccc1CN1C[C@@H]2C[C@@H](c3ccsc3)N3CCC[C@@]23C1=O | 3 | -0.1 | 0.0 | 12
COc1cc(OC)cc(C(=O)NNC(=O)c2ccco2)c1 | -3 | -0.2 | 1.3 | -1
CC(=O)Nc1nc(C(=O)Nc2nc3c(s2)C(=O)CC(C)(C)C3)cs1 | -5 | 0.1 | 0.0 | -3
CCc1ccc(C2=NC(C)(CC(C)C)NC(c3cc(Br)ccc3O)C2)cc1 (stereo not given) | 11 | 0.1 | -0.7 | -4
O=C(N/N=C/c1ccc2c(c1)OCCO2)C(=O)Nc1cccc2ccccc12 | -11 | -0.2 | 2.1 | 0
O=C(CSc1ncnc2c1cnn2-c1ccc(F)cc1)N1CCCCC1 | 10 | 0.0 | -0.8 | -19
COc1ccc(C(=O)c2cc([N+](=O)[O-])ccc2N2CCN(C)CC2)cc1 | 15 | 1.0 | -0.6 | 49*
O=C(NCC1(c2ccccc2)CCCC1)C1CC12CCN(C(=O)c1ccc(=O)oc1)CC2 (stereo not given) | 1 | 0.1 | 0.3 | 0
